Peg3 promoter: Peg3 promoter-driven luciferase inhibitors, primary screen, cell-based, HeLa, luciferase luminescence; hit rate 1.7% among 360,000; inhibition, % at 20 µM; HeLa PEG-Prom luciferase reporter, overnight; AID 588405, 2011;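 active = inhibition of at least 50% at 20 µM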
NR2E3 ag-1: NR2E3 agonists in two-hybrid cells, primary screen, cell-based, luminescence, CHO-S, Gal4-NCOR/VP16-NR2E3; inhibition of corepressor binding, % at 3.98 µM; luciferase; Photoreceptor-specific nuclear receptor (Homo sapiens), Q9Y5X4; AID 602229, 2012; hit rate 0.35% among 360,000;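 active = inhibition above the mean of all tested compounds plus 3 SD, cut at about 70% in these data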;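 note: 0% = DMSO with NR2E3 transfected cells and 100% = cells lacking NR2E3 construct; higher means lower luciferase signal from less NR2E3 corepressor binding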
MITF TRPM1 inh: inhibitors of MITF-dependent TRPM1 promoter reporter, primary screen, cell-based, SK-MEL-5, single point, luciferase; hit rate 0.83% among 330,000; inhibition, % at 12.5 µM; SK-MEL-5 TRPM1 promoter luciferase, 24 h;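 active = mean inhibition across replicates of 60% or more, whatever share of single replicates reaches that level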; note: values of inactives mirror those of a sister screen read the other way
H9c2 protect: cardioprotection against H2O2-induced cell death, primary screen, uHTS, H9c2 cells, ATPLite luminescence | H9c2 cardiomyocytes, H2O2 injury protection, 2 h | hit rate 0.63% among 360,000 | protection from H2O2 cell death, % at 20 µM | AID 588492, 2011;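 active = compounds giving at least 50% protection of heart cells from peroxide-induced death in the single-dose screen, raw or plate-pattern-corrected value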;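 note: 0% = DMSO wells with peroxide and 100% = DMSO wells without peroxide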
HIF-2a block: HIF-2a reporter inhibitors, primary screen, luminescence, 786-0 RCC cells | inhibition, % at 18.8 µM | AID 624352, 2012 | 786-0 RCC cells HIF-2a reporter, luciferase luminescence, overnight | hit rate 0.72% among 360,000;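 active = inhibition of the luminescence signal of 40% or more relative to plate controls, in a single-dose primary screen at 18.75 µM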
NR2E3 ag-2: inhibitors of NR2E3-RetCOR corepressor binding, primary screen, NR2E3 agonist project, biochemical, TR-FRET, GST-NR2E3, biotin-RetCOR; Photoreceptor-specific nuclear receptor (Homo sapiens), Q9Y5X4; 1536-well; inhibition of corepressor binding, % at 4.78 µM; hit rate 0.12% among 320,000; AID 2300, 2010;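 active = percent inhibition above the cutoff of mean plus 3 SD of all tested compounds, set per screening campaign, cut at about 20% in these data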;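 note: 0% = DMSO wells and 100% = biotin wells as full block of FRET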
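System: GST-tagged NR2E3 plus biotinylated RetCOR corepressor; Buffer or medium: pH 7.5 Tris-based buffer; Probe or stimulus: RetCOR corepressor, biotinylated, 7 nM; Doses: compound at 4.8 µM, single dose; Schedule: 5 h incubation at 4 °C; Technique: time-resolved FRET; Evaluation: percent inhibition of TR-FRET ratio; Replication: one well per compound, singlicate testing.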
Shn3 3UTR inh: reduction of Shn3 3'UTR firefly luciferase signal, primary screen, Schnurri-3 inhibitor project, cell-based, Clone20 osteoblasts, set 2; Clone20 osteoblast Shn3 3'UTR firefly luciferase, 24 h; inhibition, % at 12.5 µM; hit rate 0.52% among 360,000; AID 588674, 2011;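 active = mean inhibition of at least 75% with every replicate also reaching 75%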;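 note: 0% = median of neutral control wells and 100% = pilot-screen positive control compound; some compounds past the cut are filed as inactive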
iPSC survival up: enhancers of single-cell hiPSC survival, primary screen, ATPlite luminescence; 100% = ROCK inhibitor wells, 0% = DMSO; survival enhancement, % at 20 µM; hit rate 0.044% among 360,000; in the data active = survival enhancement above about 18%;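 note: cells exposed to compounds for 16 hours before the ATP read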
HTR2A ag: mouse Htr2a agonists via beta-arrestin recruitment, primary screen, cell-based, luminescence; 5-hydroxytryptamine receptor 2A (Mus musculus), P35363; CHO-K1 mHTR2A beta-arrestin complementation; percent of 30 µM serotonin response; hit rate 0.66% among 360,000; activation, % at 7.6 µM;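 active = activation above a run cutoff, the mean activation of all tested compounds plus 3 SD, cut at about 14% in these data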;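 note: 0% = plate median of compound wells and 100% = 30 µM serotonin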
Target sequence (P35363 whole entry, looked up): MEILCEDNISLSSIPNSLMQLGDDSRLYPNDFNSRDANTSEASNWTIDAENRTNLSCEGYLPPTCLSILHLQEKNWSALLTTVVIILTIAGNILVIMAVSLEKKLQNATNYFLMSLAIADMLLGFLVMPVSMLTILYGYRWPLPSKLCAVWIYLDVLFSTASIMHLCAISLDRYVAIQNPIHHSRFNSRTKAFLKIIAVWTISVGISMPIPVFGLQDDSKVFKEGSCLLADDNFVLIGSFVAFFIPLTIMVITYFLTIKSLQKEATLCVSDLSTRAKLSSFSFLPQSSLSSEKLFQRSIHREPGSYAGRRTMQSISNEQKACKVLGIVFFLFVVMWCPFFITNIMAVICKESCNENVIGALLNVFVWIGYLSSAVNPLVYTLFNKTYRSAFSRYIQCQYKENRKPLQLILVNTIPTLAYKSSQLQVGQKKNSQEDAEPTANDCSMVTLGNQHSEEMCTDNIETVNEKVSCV
CaV13 ICDI inh: Disruptors of the CACNA1D IQ motif to Ca2+-dependent inactivation inhibitor domain association, primary screening, Förster resonance energy transfer in intact living …; HEK cells, CFP/YFP FRET ICDI-IQ, plate reader, 10 min; percent FRET-ratio fall versus neutral wells; inhibition, % at 12.3 µM; hit rate 0.098% among 340,000;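 active = mean replicate inhibition of at least 30% and at least 1% of replicates passing that level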;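 note: 0% = median of the neutral control wells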
PDI turbidity: inhibitors of human PDI, primary screen, biochemical, turbidity, single point, plate reader; Protein disulfide-isomerase (Homo sapiens), P07237; PDI insulin aggregation turbidity, A650, 90 min; inhibition, % at 10 µM; hit rate 0.052% among 350,000; AID 588391, 2011;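 active = mean inhibition across replicates of 30% or more, whatever share of single replicates reach that level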;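 note: absorbance from insulin aggregation driven by PDI reduction with DTT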
Target sequence (P07237 whole entry, looked up): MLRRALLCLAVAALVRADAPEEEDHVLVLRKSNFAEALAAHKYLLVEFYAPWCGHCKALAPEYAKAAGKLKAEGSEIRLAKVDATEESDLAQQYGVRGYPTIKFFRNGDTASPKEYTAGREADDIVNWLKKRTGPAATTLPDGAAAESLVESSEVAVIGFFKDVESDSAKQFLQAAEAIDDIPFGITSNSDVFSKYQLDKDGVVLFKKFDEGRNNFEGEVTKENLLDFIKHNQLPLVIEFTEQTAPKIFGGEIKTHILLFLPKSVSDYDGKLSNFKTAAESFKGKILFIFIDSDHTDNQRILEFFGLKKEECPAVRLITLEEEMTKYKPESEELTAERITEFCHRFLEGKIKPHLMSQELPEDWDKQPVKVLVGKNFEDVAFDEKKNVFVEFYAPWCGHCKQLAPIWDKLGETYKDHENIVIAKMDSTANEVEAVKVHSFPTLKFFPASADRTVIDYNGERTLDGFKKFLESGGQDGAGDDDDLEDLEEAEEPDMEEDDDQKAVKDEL
* marks the source's active call; other numbers are inactive results; . = not tested or not shown.

1) O=C(Nc1ccc(F)c(Cl)c1)c1ccc2sc([C@@H]3O[C@H](CO)[C@H](O)[C@H](O)[C@H]3O)nc2c1
2) N#C/C(=C(/O)CSc1ccccn1)c1nc2ccccc2s1
3) CCC(C)(C(=O)NC1CCCC1)N(C(=O)c1cnccn1)c1ccccc1 (stereo not drawn)
4) Nc1n[nH]c(CCCO)n1
5) N/C(Cc1ccc(Cl)cc1)=N\OC(=O)CCc1ccccc1
6) CC(C)(C)OC(=O)NCCCCCc1nnc(SCc2ccc(F)cc2)o1
7) COC(=O)CN1C(=S)N(Cc2ccccc2)C(=O)C1CC(=O)Nc1ccc(OC)cc1 (stereo not drawn)
8) CCc1nc(SCC(=O)N2c3ccccc3CC2C)c2c(C)c(C)sc2n1 (stereo not drawn)
screen / no. | 1 | 2 | 3 | 4 | 5 | 6 | 7 | 8
Peg3 promoter | -30 | -19 | -6 | -7 | -22 | 8 | 6 | 6
NR2E3 ag-1 | -30 | -15 | -22 | -6 | -36 | 13 | -15 | 6
MITF TRPM1 inh | . | -5 | . | -6 | . | -6 | 5 | 8
H9c2 protect | -4 | 3 | 12 | 8 | -17 | -8 | 2 | -5
HIF-2a block | -46 | -61 | 17 | 19 | -3 | 20 | 12 | 15
NR2E3 ag-2 | . | 0 | 1 | 1 | . | 2 | -1 | -1
Shn3 3UTR inh | -12 | -12 | -27 | 0 | -6 | 20 | 9 | 25
iPSC survival up | -3.1 | -1.1 | 3.1 | -0.4 | -2.1 | -0.3 | 0.3 | 1.3
HTR2A ag | -6 | 0 | -2 | 7 | -1 | -5 | 6 | -2
CaV13 ICDI inh | -14 | -64 | -6 | -1 | -9 | -19 | -5 | -7
PDI turbidity | -5 | -1 | -5 | -6 | -5 | 1 | -8 | -6

9) CN(C)CCNC(=O)Cn1nc(C(F)F)cc1C1CC1
10) CCC(CO)Oc1cc(NCc2ccccc2F)c2ncn(C(C)C)c2c1 (stereo not drawn)
11) COc1ccc(C)cc1NC(=O)CCN1CCN(C/C=C/c2ccccc2)CC1
12) Oc1ccc2ccccc2c1CNc1ccccc1
13) Cc1cc(Cl)nc(Cl)c1C(=O)NCCc1ccccc1
14) CC(NC(=O)C1CCN(S(=O)(=O)N2CCC3(CC2)OCCO3)CC1)c1ccccc1 (stereo not drawn)
15) C[C@@H]1CN(Cc2cn(C)nc2-c2cccc(Cl)c2)C[C@H](C)O1
16) O=C(CCNC(=O)c1ccc(Cl)cc1)Nc1ccc(S(=O)(=O)N2CCOCC2)cc1
screen / no. | 9 | 10 | 11 | 12 | 13 | 14 | 15 | 16
Peg3 promoter | 1 | 11 | 16 | -17 | -41 | 5 | 7 | 0
NR2E3 ag-1 | 29 | 1 | -10 | -10 | 9 | -6 | -15 | 17
MITF TRPM1 inh | 0 | -5 | 5 | 13 | -15 | 1 | -10 | 8
H9c2 protect | 3 | -4 | -4 | 1 | 14 | -7 | -1 | -3
HIF-2a block | 14 | 18 | 16 | -13 | -48 | 10 | 16 | 14
NR2E3 ag-2 | 2 | -2 | 3 | . | -1 | -3 | -1 | 2
Shn3 3UTR inh | 14 | -10 | 4 | 21 | 1 | 4 | -15 | 2
iPSC survival up | 0.1 | -2.0 | -0.3 | -0.7 | -0.4 | 0.2 | -2.8 | -0.2
HTR2A ag | -2 | -6 | 1 | 3 | 4 | 6 | 2 | 1
CaV13 ICDI inh | -8 | -11 | 6 | -5 | -2 | 1 | -4 | -15
PDI turbidity | 1 | 1 | 1 | -1 | 10 | 0 | -3 | 0

New compounds follow:
no.	structure	Peg3 promoter	NR2E3 ag-1	MITF TRPM1 inh	H9c2 protect	HIF-2a block	NR2E3 ag-2	Shn3 3UTR inh	iPSC survival up	HTR2A ag	CaV13 ICDI inh	PDI turbidity
17	O=C1NC[C@@H](CCCCN2C[C@H](Cc3ccccc3)N(CC3CCCCC3)C(=O)C2=O)N(CCc2ccccc2)C1=O	.	4	.	.	-1	.	.	-0.2	5	-3	.
18	O=C(Nc1nnc(CC(=O)N2CCOCC2)s1)c1cccs1	4	-7	-2	-1	-1	1	-9	3.4	2	-1	1
19	CCCCn1c(N)c(N(CCOC)C(=O)c2ccco2)c(=O)[nH]c1=O	9	-6	-6	5	8	-1	15	-0.2	7	-6	2
20	CCN(c1ccccc1)S(=O)(=O)c1cc2c(cc1C)N(C)CCO2	12	-11	1	2	0	1	3	0.1	-1	-4	.
21	O=C(O)C(Cc1ccccc1)N1C(=O)/C(=C/C=C/c2ccco2)SC1=S (stereo not drawn)	7	-23	8	8	13	.	-6	0.7	2	-7	13
22	Cc1cccc(N(CC(=O)NC2CCCC2)C(=O)CCC(=O)Nc2ccccn2)c1	3	-13	11	7	7	2	10	-0.1	6	-2	2
23	O=C(NCCCn1ccnc1)C1CCCN(S(=O)(=O)c2cc(Cl)ccc2Cl)C1 (stereo not drawn)	1	3	0	5	20	0	2	2.4	8	-3	0
24	COc1cc(CNc2ncnc3c2ncn3[C@H]2CN(Cc3ccccc3)C[C@@H](COC(C)=O)O2)cc(OC)c1OC	3	10	.	17	17	.	-13	2.0	-3	-4	-4
25	CCOc1ccc(C2C(C(=O)c3cccs3)=C(O)C(=O)N2Cc2cccnc2)cc1 (stereo not drawn)	-223	-68	-33	2	-229	3	-80	3.3	7	-6	4
26	O=C(CCl)Nc1ccc(Sc2ccc(NC(=O)CCl)cc2)cc1	100*	15	89*	-6	58*	.	96*	2.7	-2	-2	16
27	CCOc1ccccc1N(CC(=O)NC(C)(C)C)C(=O)Cn1nnc(-c2ccc(C)o2)n1	26	5	2	-1	-7	0	17	-0.8	4	-4	-1
28	CCOC(=O)c1cc(CC)sc1NC(=O)c1cccc(N2C(=O)CCC2=O)c1	-4	10	-8	0	0	-2	4	-0.3	2	-16	8
29	COc1cccc(-c2c(C(=O)N/N=C/c3cccs3)nnn2-c2nonc2N)c1	4	-8	-13	13	2	-1	-1	0.5	-3	.	-3
30	OC1CCN(Cc2ccc(OCc3ccccc3)cc2)CC1	-173	-73	-23	7	-158	1	-68	0.8	-9	-4	-16
31	COc1ccc(/C=N/Nc2nc(-c3cccnc3)nc3ccccc23)c(OC)c1	7	1	-4	43	31	-1	5	0.3	-2	-3	6
32	CCCCn1c(N)c(N(CCOC)C(=O)c2sc3ccccc3c2Cl)c(=O)[nH]c1=O	7	-15	-2	3	6	3	12	-0.6	-2	-15	-8
33	C=CCOc1ccc(Br)cc1CNCC	14	24	-12	6	9	-1	-1	0.1	14	-3	0
34	CCn1c(=S)sc2c(=O)n(CC(=O)NCCCc3ccccc3)c(C)nc21	17	-8	0	1	-9	-1	-13	-0.1	-1	-7	17
35	COc1cc(NC(=O)NS(=O)(=O)c2ccc(C)cc2)cc(OC)c1	3	-13	5	-3	11	0	-22	0.4	0	-4	-1
36	CCOc1ccc(/C(O)=C/C(=O)C(=O)Nc2ccc(S(=O)(=O)NC(C)=O)cc2)cc1	21	-4	-7	4	5	3	3	-0.2	3	-6	8
37	CCN(CC)CCN(C(=O)CCS(=O)(=O)c1ccccc1)c1nc2c(C)cc(C)cc2s1	57*	-22	13	-2	23	2	12	-0.4	-13	-5	19
38	CN1c2ccccc2C(O)=C(C(=S)Nc2ccc(Cl)cc2)S1(=O)=O	-1	37	6	-13	-28	-1	9	0.2	-2	-7	-8
39	COc1ccc(C)cc1N(CC(=O)N1CCCC1)S(=O)(=O)c1ccccc1	6	-30	-9	0	3	5	16	0.5	7	-18	8
40	O=C(C1CC1(c1ccccc1)c1ccccc1)N1CCOCC1 (stereo not drawn)	4	-1	-4	4	14	0	-17	0.8	-1	-3	0
41	CCC(C)(C(=O)NC1CCCCC1)N(Cc1ccco1)C(=O)c1cnccn1 (stereo not drawn)	11	5	9	-1	14	1	-6	-0.4	-2	.	-7

Next section.
no.	structure	Peg3 promoter	NR2E3 ag-1	MITF TRPM1 inh	H9c2 protect	HIF-2a block	NR2E3 ag-2	Shn3 3UTR inh	iPSC survival up	HTR2A ag	CaV13 ICDI inh	PDI turbidity
42	CCCNC(=O)c1ccc(SCC(=O)N(CC)CC)c([N+](=O)[O-])c1	4	-18	4	1	10	1	6	0.0	-4	-2	7
43	CC1CCCN(S(=O)(=O)c2ccc(NC(=O)CCN3C(=O)c4ccccc4C3=O)cc2)C1 (stereo not drawn)	6	-11	0	-2	9	4	3	0.5	0	0	-5
44	O=C(Oc1ccc[nH]c1=O)c1cc([N+](=O)[O-])cc([N+](=O)[O-])c1	22	21	-13	0	13	-1	9	-0.6	-9	-21	9
45	CNC(=S)N1CCc2cc(OC)c(OC)cc2C1COc1ccc(OC)cc1 (stereo not drawn)	3	-7	12	-4	-3	1	18	-0.3	-5	2	8
46	CCOc1cc(-n2ncc(C#N)c2N)nc(SC)n1	-5	-14	-11	-4	10	-3	-9	-0.4	4	-5	-2
47	CCc1c(C(=O)OC)nnc2cc(C)nn12	14	6	6	6	9	-1	-1	-3.3	3	-6	3
48	OCCCNC(=S)Nc1ccc(Nc2ccccc2)cc1	-5	-25	-6	-2	-6	1	11	-0.9	-5	-5	-1

7 structures already listed, arranged by molar mass, largest number first:
no.	structure	Peg3 promoter	NR2E3 ag-1	MITF TRPM1 inh	H9c2 protect	HIF-2a block	NR2E3 ag-2	Shn3 3UTR inh	iPSC survival up	HTR2A ag	CaV13 ICDI inh	PDI turbidity
43	CC1CCCN(S(=O)(=O)c2ccc(NC(=O)CCN3C(=O)c4ccccc4C3=O)cc2)C1 (stereo not drawn)	6	-11	0	-2	9	4	3	0.5	0	0	-5
45	CNC(=S)N1CCc2cc(OC)c(OC)cc2C1COc1ccc(OC)cc1 (stereo not drawn)	3	-7	12	-4	-3	1	18	-0.3	-5	2	8
41	CCC(C)(C(=O)NC1CCCCC1)N(Cc1ccco1)C(=O)c1cnccn1 (stereo not drawn)	11	5	9	-1	14	1	-6	-0.4	-2	.	-7
42	CCCNC(=O)c1ccc(SCC(=O)N(CC)CC)c([N+](=O)[O-])c1	4	-18	4	1	10	1	6	0.0	-4	-2	7
40	O=C(C1CC1(c1ccccc1)c1ccccc1)N1CCOCC1 (stereo not drawn)	4	-1	-4	4	14	0	-17	0.8	-1	-3	0
44	O=C(Oc1ccc[nH]c1=O)c1cc([N+](=O)[O-])cc([N+](=O)[O-])c1	22	21	-13	0	13	-1	9	-0.6	-9	-21	9
48	OCCCNC(=S)Nc1ccc(Nc2ccccc2)cc1	-5	-25	-6	-2	-6	1	11	-0.9	-5	-5	-1
